Assay outcomes (PubChem)
OX1R antag-1: OX1R (HCRTR1) antagonists, primary screen, fluorescence, CHO/OX1R cells, Fluo-8 calcium, orexin A. Orexin/Hypocretin receptor type 1 (Homo sapiens), O43613. Fluo-8 calcium fluorescence. inhibition, % at 5 µM. 330,000 compounds, 0.43% hits. AID 434989, 2010;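 active = inhibition above its plate's threshold, mean inhibition of all tested compounds on the plate plus 3 SD, cut at about 37% in these data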;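 note: 0% = orexin A challenge wells and 100% = SB-334867-A antagonist wells; not every result past the cut was called active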
Target sequence (O43613 whole entry, looked up): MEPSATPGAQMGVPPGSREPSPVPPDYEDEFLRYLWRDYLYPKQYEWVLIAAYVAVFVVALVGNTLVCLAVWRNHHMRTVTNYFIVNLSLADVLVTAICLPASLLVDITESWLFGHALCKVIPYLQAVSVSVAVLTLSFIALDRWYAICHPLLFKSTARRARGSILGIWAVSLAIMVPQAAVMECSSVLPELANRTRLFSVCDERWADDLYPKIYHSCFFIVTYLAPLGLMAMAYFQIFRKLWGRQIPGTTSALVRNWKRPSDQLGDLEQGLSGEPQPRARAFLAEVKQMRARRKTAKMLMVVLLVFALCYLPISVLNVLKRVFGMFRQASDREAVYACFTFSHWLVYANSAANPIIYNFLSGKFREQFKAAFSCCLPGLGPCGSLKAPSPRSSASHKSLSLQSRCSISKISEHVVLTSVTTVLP
OX1R antag-2: antagonists of human orexin 1 receptor (OX1R); OX1R-expressing cells, FRET antagonist read-out; inhibition, % at 6.6 µM; 330,000 compounds, 1.8% hits; AID 485270, 2010; in the data active = inhibition mostly above about 38%, no sharp cut-off; inactive = mostly below about 40%;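 note: 0% = agonist challenge alone and 100% = reference antagonist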
* = called active by the depositor. Rows were taken by chance; 2% or so of the library scored in one or more.

How did CCOc1cc(CN2CCN(c3cccc(C(F)(F)F)c3)CC2)ccc1O do in these assays?
OX1R antag-1: -22; OX1R antag-2: 8

Results for Cc1ccc(S(=O)(=O)N2CCC(C(=O)Nc3ccncc3)CC2)cc1 ?
OX1R antag-1: 2; OX1R antag-2: 15

What do the screens show for `CCC(C)NC(=O)CN(c1ccc2c(c1)OCO2)S(=O)(=O)c1c(C)n[nH]c1C` (configuration not stated)?
OX1R antag-1: -6; OX1R antag-2: 14

How did O=C(OCc1ccccc1)N1CCOCCN(C(=O)OCc2ccccc2)CCOCC1 do in these assays?
OX1R antag-1: -12; OX1R antag-2: 60

Results for COc1ccc(C2=NO[C@@H]3C(=O)N(c4cccc(C)c4C)C(=O)[C@H]23)cc1OC ?
OX1R antag-1: 3; OX1R antag-2: 8

Results for CCN(CC(=O)NCc1ccc(F)cc1)C(=O)c1ccc(C)o1 ?
OX1R antag-1: -17; OX1R antag-2: 12

Results for O=C1CSc2ccc(C(=O)O)cc2N1 ?
OX1R antag-1: -20; OX1R antag-2: 17

Results for CN=C(C)/C(C(=O)OC)=C(/O)c1ccc(Cl)cc1Cl ?
OX1R antag-1: -12; OX1R antag-2: 1

Results for O=S(=O)(c1ccc(F)cc1)N1CCc2ccccc21 ?
OX1R antag-1: -17; OX1R antag-2: 11

How did O=C(CCC(=O)N(CC(=O)NC1CCCCC1)Cc1ccco1)Nc1nccs1 do in these assays?
OX1R antag-1: -17; OX1R antag-2: 16

How did COC(=O)CC1Oc2ccccc2N(Cc2ccc(C)cc2)C1=O (configuration not stated) do in these assays?
OX1R antag-1: -6; OX1R antag-2: 14

What do the screens show for `CCCCC(=O)OCC(=O)c1ccc(OCC)cc1`?
OX1R antag-1: 8; OX1R antag-2: 12

How did CCc1nnc(NC(=O)CN2CCN(Cc3ccccc3C)CC2)s1 do in these assays?
OX1R antag-1: 7; OX1R antag-2: 4

What do the screens show for `CC1=C(C#N)C(c2cccnc2)C2=C(CCCC2=O)N1` (configuration not stated)?
OX1R antag-1: 1; OX1R antag-2: 27

Results for CSc1ccc(S(=O)(=O)NCCSC(C)(C)C)cc1 ?
OX1R antag-1: 12; OX1R antag-2: 16

What do the screens show for `COc1ccc(C(C(=O)NC2CCCC2)N(C(=O)c2ccoc2C)c2cc(C)cc(C)c2)cc1` (configuration not stated)?
OX1R antag-1: -10; OX1R antag-2: 11

How did O=C(N/N=C/c1cc(Br)c(O)c(Br)c1O)c1cccnc1 do in these assays?
OX1R antag-1: -4; OX1R antag-2: 8

What do the screens show for `COc1ccc(C2/C(=C(\O)c3ccc4c(c3)OCCO4)C(=O)C(=O)N2c2nc(C)c(C(C)=O)s2)cc1` (configuration not stated)?
OX1R antag-1: -10; OX1R antag-2: 16

How did COc1ccc(NC(=O)CN2C(=O)c3cccc4cccc2c34)cc1OC do in these assays?
OX1R antag-1: -33; OX1R antag-2: 11

How did COC(=O)CCS(=O)(=O)c1cc(Cl)ccc1Cl do in these assays?
OX1R antag-1: 7; OX1R antag-2: 0

Results for O=C(Nc1cccn(Cc2c(Cl)cccc2Cl)c1=O)c1ccc(Cl)cc1Cl ?
OX1R antag-1: -14; OX1R antag-2: 13

What do the screens show for `OC(CN1CCOCC1)c1ccc(F)cc1` (configuration not stated)?
OX1R antag-1: 5; OX1R antag-2: 0

How did O=C(NCc1ccco1)c1cc(-c2cccnc2)nc2ccc(Cl)cc12 do in these assays?
OX1R antag-1: -19; OX1R antag-2: 25

How did COc1cccc(OC)c1C(=O)OCC(=O)N1CC(C)CC(C)C1 (configuration not stated) do in these assays?
OX1R antag-1: -16; OX1R antag-2: 3

How did O=C(CN(Cc1ccccc1F)C(=O)c1csnn1)NC1CCCCC1 do in these assays?
OX1R antag-1: -27; OX1R antag-2: 14

What do the screens show for `CCN(CC)c1ccc2cc(-c3nc(-c4ccc(OC)cc4)cs3)c(=O)oc2c1`?
OX1R antag-1: 106*; OX1R antag-2: 26

What do the screens show for `O=C1C=C(c2cc(Cl)cc(Cl)c2)C[C@@H](c2ccc(F)cc2)C1`?
OX1R antag-1: -32; OX1R antag-2: 7

How did Cc1noc(C)c1S(=O)(=O)Nc1ccc(C(=O)N2CCCCC2)cc1 do in these assays?
OX1R antag-1: -2; OX1R antag-2: 0

How did CCSc1nnc(NC(=O)c2nn(C(C)C)c(=O)c3ccccc23)s1 do in these assays?
OX1R antag-1: -46; OX1R antag-2: 28

What do the screens show for `COc1cccc(CNCC(=O)Nc2ccc(N3CCOCC3)cc2)c1`?
OX1R antag-1: -18; OX1R antag-2: 4

Results for CCOC(=O)c1ccc(N(CC(=O)NC2CCCC2)C(=O)CNC(=O)c2ccco2)cc1 ?
OX1R antag-1: -23; OX1R antag-2: 12

Results for Cc1ccc(NC(=O)Cc2ccc(F)cc2)cc1 ?
OX1R antag-1: 0; OX1R antag-2: 13

What do the screens show for `Cc1ccc(N=C2c3ccccc3C(=O)C2[N+](=O)[O-])cc1C` (configuration not stated)?
OX1R antag-1: -16; OX1R antag-2: 12

Results for COCCNC(=O)CN1C(=O)COc2ccc(S(=O)(=O)N3CCCCCC3)cc21 ?
OX1R antag-1: -12; OX1R antag-2: 15

Results for Nc1nnc(Cc2ccc(F)cc2)s1 ?
OX1R antag-1: -3; OX1R antag-2: 4

How did Cc1ccc(C)c(OCCN2CCOCC2)c1 do in these assays?
OX1R antag-1: -4; OX1R antag-2: 8

What do the screens show for `Cc1ccc(C(=O)CSc2nc(C(C)C)nc3ccccc23)cc1`?
OX1R antag-1: -66; OX1R antag-2: 41

What do the screens show for `CCCCN(C)CCCNC(=O)c1cn(C)c2ccc(S(=O)(=O)N(C)C3CCCCC3)cc2c1=O`?
OX1R antag-1: -12; OX1R antag-2: 5

Results for Cc1cccc(C)c1OCc1cc(C(=O)N2CCN(Cc3nccn3C)CC2)no1 ?
OX1R antag-1: -24; OX1R antag-2: 7

How did COc1ccc(C2/C=C\CN(C(=O)NC34CC5CC(CC(C5)C3)C4)CC(=O)N2Cc2ccc(F)cc2)cc1 (configuration not stated) do in these assays?
OX1R antag-1: -10; OX1R antag-2: 6

What do the screens show for `CCOC(=O)c1sc(N(Cc2ccccc2)C(=O)COC(=O)c2cnccn2)nc1C`?
OX1R antag-1: -19; OX1R antag-2: 8

Results for O=C(NCCN1CCOCC1)c1cc(=O)[nH]c2ccc(Br)cc12 ?
OX1R antag-1: 5; OX1R antag-2: 10

Results for Cc1ccccc1Nc1nc(N)nc(COC(=O)c2cccc(S(=O)(=O)N(C)C)c2)n1 ?
OX1R antag-1: -25; OX1R antag-2: 22

How did CCNC(=O)NC(=O)C(C)OC(=O)c1cccn1C (configuration not stated) do in these assays?
OX1R antag-1: -7; OX1R antag-2: 2

Results for CN(Cc1ccccc1)C(=O)c1[nH]cnc1C(=O)Nc1nccs1 ?
OX1R antag-1: -10; OX1R antag-2: -2

How did C=CCOC(=O)C1=C[C@H](c2csc3ccccc23)C[C@H](OCc2ccc(CO)cc2)O1 do in these assays?
OX1R antag-1: -17; OX1R antag-2: 38

How did CCO[C@H]1OC(C(=O)O)=C[C@@H](c2csc3ccccc23)[C@@H]1CCCO do in these assays?
OX1R antag-1: 2; OX1R antag-2: 9

How did COc1ccccc1N1CCN(CCCNC(=O)Nc2ccccc2C)CC1 do in these assays?
OX1R antag-1: -22; OX1R antag-2: 9

How did Cc1ccc(N=C2NC(=O)C(CC(=O)O)S2)cc1 (configuration not stated) do in these assays?
OX1R antag-1: -5; OX1R antag-2: 10

How did COCCN(Cc1ccccc1)C(=O)Cc1ccc(S(=O)(=O)N2CCOCC2)s1 do in these assays?
OX1R antag-1: -27; OX1R antag-2: 3

What do the screens show for `Cc1ccccc1OCc1nnc(SCC(=O)Nc2ccc3c(c2)oc2ccccc23)n1C`?
OX1R antag-1: -30; OX1R antag-2: -4

How did O=c1c2ccccc2nc(N/N=C/c2ccccc2)n1O do in these assays?
OX1R antag-1: -12; OX1R antag-2: 1

What do the screens show for `O=C(COc1ccc2c3c(c(=O)oc2c1)CCCC3)NCc1ccncc1`?
OX1R antag-1: -8; OX1R antag-2: 9

What do the screens show for `Cc1ccccc1NC(=O)COc1nsnc1N1CCOCC1`?
OX1R antag-1: -15; OX1R antag-2: 18

Results for C/C(=N\Nc1ccc([N+](=O)[O-])cc1)c1ccc(-n2nncc2C)cc1 ?
OX1R antag-1: -15; OX1R antag-2: 16

Results for CCn1c(COc2cccc(C)c2)nc2ccccc21 ?
OX1R antag-1: -8; OX1R antag-2: 38

How did COc1ccc2[nH]cc(CCNC(=O)c3ccco3)c2c1 do in these assays?
OX1R antag-1: 10; OX1R antag-2: 6

How did CCOC(=O)c1c(C)cc(C)[nH]c1=O do in these assays?
OX1R antag-1: -6; OX1R antag-2: 10

Results for COC(=O)c1ccccc1Oc1ccc(NC(=O)CCCl)cc1 ?
OX1R antag-1: -11; OX1R antag-2: 1

How did COc1ccc(OC)c(-c2csc(NC(=O)COC(=O)c3ccc(NC(=O)CC#N)cc3)n2)c1 do in these assays?
OX1R antag-1: 6; OX1R antag-2: 7

Results for O=C(c1ccccn1)N1N=C2/C(=C/c3ccccc3)CCCC2C1c1ccccc1 (configuration not stated) ?
OX1R antag-1: -20; OX1R antag-2: 22

What do the screens show for `C=C(c1ccc(OC)cc1)c1ccc(OC)cc1`?
OX1R antag-1: -2; OX1R antag-2: 12

How did CCSc1nnc(NC(=O)c2cccs2)s1 do in these assays?
OX1R antag-1: -7; OX1R antag-2: 2

What do the screens show for `COc1ccc(NC(=O)Nc2cccc(Cl)c2Cl)c(OC)n1`?
OX1R antag-1: -22; OX1R antag-2: 13

What do the screens show for `Cc1cc(NC(=O)c2ccc(Br)o2)ccc1NC(=O)c1ccco1`?
OX1R antag-1: -15; OX1R antag-2: 7

Results for COc1cc(/C=C/C(=O)c2ccc(NS(=O)(=O)c3ccc(C)cc3)cc2)ccc1OC(F)F ?
OX1R antag-1: -11; OX1R antag-2: 9

Results for CC(C)(C)OC(=O)N1CCCC(C(=O)Nc2ccc(C(=O)N3CCOCC3)cc2)C1 (configuration not stated) ?
OX1R antag-1: -8; OX1R antag-2: 5

Results for COc1cccc(CNC(=O)CCCc2c[nH]c3ccccc23)c1 ?
OX1R antag-1: -20; OX1R antag-2: 28

Results for COc1cccc(-c2nc(COc3ccc(Cl)cc3Cl)no2)c1 ?
OX1R antag-1: -34; OX1R antag-2: 17

Results for COC(=O)c1cc(NC(=O)Nc2ccccc2)ccc1Cl ?
OX1R antag-1: 31; OX1R antag-2: 38

Results for Cc1nc(-c2ccc(C(=O)Nc3cc(S(N)(=O)=O)ccc3C)cc2)cs1 ?
OX1R antag-1: -15; OX1R antag-2: 2

What do the screens show for `Cc1cccc(N2C(=O)c3ccc(C(=O)Nc4ccccn4)cc3C2=O)c1`?
OX1R antag-1: -10; OX1R antag-2: 20

What do the screens show for `CN1CCN(c2nc3c(c(=O)[nH]c(=O)n3C)n2Cc2ccccc2F)CC1`?
OX1R antag-1: -19; OX1R antag-2: 14

Results for CCOc1ccccc1C(=O)Nc1cc(OC)ccc1OC ?
OX1R antag-1: 61*; OX1R antag-2: 68*

How did CS(=O)(=O)c1ccc(NC(=O)CCN2C(=O)C3CCCCC3C2=O)cc1 (configuration not stated) do in these assays?
OX1R antag-1: -2; OX1R antag-2: 9

How did COC(=O)c1cccc(Cn2cc([N+](=O)[O-])cn2)c1 do in these assays?
OX1R antag-1: -29; OX1R antag-2: 14

Results for Cc1cccnc1CCNC(=O)C1CCC(=O)N(Cc2cccc(F)c2)C1 (configuration not stated) ?
OX1R antag-1: -24; OX1R antag-2: 4

Results for Cc1cc(C)c2cc(CN(CCCO)S(=O)(=O)c3ccccc3F)c(=O)[nH]c2c1 ?
OX1R antag-1: -48; OX1R antag-2: 12

How did Cc1ccc(N2CC(O)Cn3c2nc2c3c(=O)[nH]c(=O)n2C)cc1 (configuration not stated) do in these assays?
OX1R antag-1: -15; OX1R antag-2: 0
